CAL PDZ FP-1: blocks peptide binding to the human CAL PDZ domain; Q9HD26; AID 602252; purified CAL PDZ, TMR-peptide fluorescence polarization, 1 h; inhibition, % at 24.9 µM; 300,000 tested, 0.92% active;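 active means mean inhibition of at least 30% with at least half of replicates also reaching 30%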;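 further: 0% = DMSO neutral control and 100% = excess unlabeled competitor peptide PRC23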
MITF act: MITF TRPM1 promoter activation in melanoma cells. SK-MEL-5 TRPM1-promoter luciferase, 24 h; % of positive control, neutral wells = 0. 300,000 tested, 0.75% active. AID 588334. activation, % at 12.5 µM;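 active means mean activation of at least 80% with every replicate also reaching 80%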;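 further: 0% = neutral control wells and 100% = parthenolide positive control wells; values of inactives mirror those of a sister screen read the other way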
Wnt act: activators of Wnt/beta-catenin signaling; Wnt/beta-catenin reporter cell assay, activator, plate reader; activation, % at 9.35 µM; 300,000 tested, 1.2% active; in the data active means activation above about 30%, passing the limit was not always enough;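 further: 0% = neutral control wells and 100% = positive control wells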
Tat transport: E. coli Tat transport inhibition; AID 488895; E. coli MC4100 TorA-mCherry Tat export, fluorescence; 340,000 tested, 0.036% active; inhibition, % at 10 µM;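 active means mean replicate inhibition at least 50% and at least half of replicates individually reaching 50%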;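 further: exported cargo escapes ClpAP degradation while cytoplasmic cargo is degraded and loses fluorescence; 0% = median of neutral control wells and 100% = median of NaSCN control wells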
SR-BI uptake up: enhances SR-BI lipid uptake from DiI-HDL | CHO ldlA[mSR-BI] cells, DiI-HDL uptake fluorescence, 3 h; 100 = double the neutral-control signal | activation, % at 12.5 µM | 320,000 tested, 0.096% active | AID 504775;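 active means mean replicate activation of at least 60% and every replicate at or above 60%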;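 further: 0% = median plate neutral-control signal and 100% = twice that signal; values of inactives mirror those of a sister screen read the other way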
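Test system: SR-BI-overexpressing, LDLR-lacking CHO cells; Also added: labelled HDL, 10 µg/mL; Measured by: bottom-read cell fluorescence after medium removal, ex 550/em 595 nm; Timing: 3 h uptake period with compound, 37 °C; Buffer or medium: F12, 0.5% BSA, 25 mM HEPES; Doses: single compound concentration, delivered by pin transfer.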
phage Ecoli inh: E. coli growth loss with phage present; growth absorbance; inhibition, % at 11.9 µM; 360,000 tested, 0.26% active; AID 651602; in the data active means inhibition above about 11%
CAL PDZ FP-2: inhibitors of human CAL PDZ peptide binding; Q9HD26; purified CAL PDZ, TMR-peptide fluorescence polarization, 1 h; inhibition, % at 20 µM; 330,000 tested, 0.02% active; AID 504414;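 active means highest replicate inhibition of at least 40%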;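 further: plate controls were DMSO neutral control wells for no effect and unlabeled competitor peptide control wells for full effect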
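Control set: unlabelled peptide and DMSO controls / Material: purified CerCALP PDZ construct / Timing: 1 h incubation at room temperature before polarization reading / Doses: 20 µM, one dose / Detection: fluorescence polarization (mP)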
SR-BI DiI inh: blocks mouse SR-BI lipid uptake from DiI-HDL | Q61009 | 320,000 tested, 0.96% active | ldlA[mSR-BI] CHO cells, DiI-HDL uptake fluorescence, 3 h | inhibition, % at 12.5 µM;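 active means mean replicate inhibition of at least 70% and a set share of replicates each scoring 70 or more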;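 further: 0% = median of neutral control wells and 100% = median of positive control wells; values of inactives mirror those of a sister screen read the other way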
Target sequence (Q61009 whole entry, looked up): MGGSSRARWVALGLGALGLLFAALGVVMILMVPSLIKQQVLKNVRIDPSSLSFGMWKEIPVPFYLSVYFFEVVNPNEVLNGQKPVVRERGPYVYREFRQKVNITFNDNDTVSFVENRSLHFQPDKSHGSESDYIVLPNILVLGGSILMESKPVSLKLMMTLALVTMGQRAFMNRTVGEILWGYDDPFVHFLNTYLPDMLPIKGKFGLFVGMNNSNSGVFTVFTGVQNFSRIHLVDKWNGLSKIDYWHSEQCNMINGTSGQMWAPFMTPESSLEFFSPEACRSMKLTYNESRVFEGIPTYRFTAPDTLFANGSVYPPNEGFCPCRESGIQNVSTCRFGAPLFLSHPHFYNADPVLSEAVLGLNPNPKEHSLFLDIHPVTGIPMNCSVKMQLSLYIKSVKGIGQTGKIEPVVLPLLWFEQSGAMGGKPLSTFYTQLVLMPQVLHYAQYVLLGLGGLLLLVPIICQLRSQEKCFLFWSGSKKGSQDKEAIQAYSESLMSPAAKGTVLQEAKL
AddAB inh: less growth of phage-infected E. coli with AddAB | E. coli expressing H. pylori AddAB, absorbance growth | inhibition, % at 11.9 µM | 330,000 tested, 0.29% active | AID 435030; in the data active means inhibition above about 12%;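 further: 0% = vehicle wells of infected cells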
E coli growth: counter-screen for AddAB inhibitors: E. coli growth inhibition | AID 449728 | E. coli V3065 growth, OD600 absorbance, 18 h | inhibition, % at 11.9 µM | 330,000 tested, 0.27% active;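 active means inhibition above the campaign's mean inhibition across all tested compounds plus 3 SD, cut at about 9.9% in these data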;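 further: uninfected addAB+ strain grown without phage in ampicillin broth; 0% = DMSO wells and 100% = ciprofloxacin 0.95 µg/ml wells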
* = called active by the depositor; . = no result given. Rows were taken by chance; any-hit rate near 3.6%.

SMILES	CAL PDZ FP-1	MITF act	Wnt act	Tat transport	SR-BI uptake up	phage Ecoli inh	CAL PDZ FP-2	SR-BI DiI inh	AddAB inh	E coli growth
COC(=O)CCC(=O)Nc1cc(Cl)cc(Cl)c1	-5	2	-2	0	6	3.1	-0.3	-6	1.4	2.3
CCN1CCCC(OC(=O)Nc2ccccc2)C1 (centres undefined)	-6	7	-6	-8	14	2.7	0.9	-14	3.2	-1.5
O=C(O)CN(Cc1ccccc1)S(=O)(=O)c1ccc(F)cc1	.	0	.	2	19	4.1	-0.2	-19	1.4	1.6
CC(C)(C)OC(=O)NC(CCNC=C1C(=O)OC(C)(C)OC1=O)C(=O)O (centres undefined)	2	4	-1	-13	15	4.1	-0.8	-15	0.6	-0.5
COc1ccc2cc(C(C)C(=O)NC3CCC(O)CC3)ccc2c1 (centres undefined)	-7	.	0	5	.	2.2	-1.4	.	-0.3	-1.1
CSc1ncccc1C(=O)OCC(=O)Nc1ccc(N2CCOCC2)cc1	1	-3	-2	2	-9	2.5	1.1	9	-0.4	0.8
COc1ccccc1CNc1cc(C)ccc1C	1	-1	2	4	9	2.5	-1.0	-9	5.2	-0.9
Nc1ccc(C(=O)C(=O)c2ccc(N)cc2)cc1	6	-6	-3	-4	34	2.0	-0.8	-34	1.7	2.5
CC(C)(C)NC(=O)CN(C(=O)Cn1nnc(-c2ccccc2F)n1)c1cccc2c1CCCC2	5	-7	-2	-1	-27	1.4	-0.3	27	-0.3	-1.6
O=C(NC1CCCCC1)C(c1ccc(Cl)cc1)N(C(=O)c1cnccn1)c1ccc2c(c1)OCO2 (centres undefined)	-1	-10	-1	-2	8	-1.9	-3.0	-8	-0.3	2.2
CCCOc1ccc(/C=N/NC(=O)c2ccc3c(c2)OCO3)c(OCCC)c1	1	4	2	-9	-65	0.0	-1.3	65	4.5	-0.9
COc1ccc(-c2cc(C(F)(F)F)nc(SCC(=O)Nc3ccc4c(c3)OCO4)n2)cc1OC	-1	2	1	10	-30	2.3	-1.1	30	1.5	-0.3
Cc1cccc(C(=O)Oc2c(Br)cc(Br)cc2/C=N/NC(=O)c2ccncc2)c1	.	1	-4	0	11	0.4	0.3	-11	3.4	-2.4
C/C(CC(=O)Nc1cccnc1)=N\NC(=O)C(C)Oc1ccc(Cl)cc1Cl (centres undefined)	.	-10	-2	-15	-4	-2.1	-0.8	4	1.0	-1.1
CCOC(=O)N1CCN(c2cc(NCCO)c([N+](=O)[O-])c3nonc23)CC1	0	-5	-1	-7	-13	1.2	1.1	13	4.8	1.8
CC(C)c1nnc(NC(=O)CCC(=O)Nc2ccc(Cl)cc2)s1	-1	3	4	-5	5	0.1	-3.2	-5	2.6	2.8
CCOc1ccccc1OCC(=O)O	-1	-4	.	5	10	1.2	-0.2	-10	3.3	2.0
CCOc1ccc2nc(SCC(=O)N3c4ccccc4Sc4ccccc43)sc2c1	1	-13	.	-17	-39	2.4	-0.9	39	1.9	-1.2
Brc1ccccc1CN1CCN(Cc2c[nH]c3ccccc23)CC1	.	.	0	.	.	0.1	.	.	3.6	0.0
O=C(CSc1nnc(Cc2cc(=O)[nH]c(=O)[nH]2)n1-c1ccccc1)N1CCCC1	.	.	2	-4	13	4.3	0.6	-13	2.6	0.4
CC(C)c1cc(C(=O)N2CCCC(Nc3ccc(F)cc3)C2)n[nH]1 (centres undefined)	-4	19	2	-2	7	0.2	-0.9	-7	-0.1	0.3
CCOC(=O)c1cn2nc(Oc3cccc(C(F)(F)F)c3)ccc2n1	-4	.	2	17	10	1.9	-0.9	-10	0.4	0.4
Cc1ccc(S(=O)(=O)N2C[C@@H]3[C@H]4CC[C@H](C4)[C@@H]3[C@@H](C)[C@H]2c2ccco2)cc1	-1	17	-4	-8	10	3.6	0.8	-10	0.6	2.9
Cc1ccc(NC(=S)NNC(C)(C)C)cc1	7	.	4	-3	6	1.9	0.1	-6	4.9	1.0
O=C(Oc1c(Cl)cc(Cl)c2cccnc12)c1ccco1	-20	-17	.	-30	11	61*	-3.2	-11	50*	48*
COc1ccc2c(c1)C(=O)C1NC(=O)NC(=O)C1(Br)N2 (centres undefined)	-8	-8	-4	2	1	2.1	-1.0	-1	.	.
CCCC(=O)N(Cc1cccnc1)c1nc2c(OC)ccc(Cl)c2s1	3	3	-2	-6	.	-0.1	-1.3	10	4.1	-2.3
CCOC(=O)c1sc2nc(C)nc(SCC(N)=O)c2c1C	-2	2	2	-5	-4	0.9	-1.5	4	1.5	-3.0
CCN(CC)C(CNC(=O)CSc1nnnn1-c1c(C)cccc1C)c1ccco1 (centres undefined)	-5	6	-4	-2	-16	-3.5	-2.3	16	.	.
CC1CC(C)CN(CCCNC(=O)CN2C(=O)CSc3ccc(S(=O)(=O)N4CCCCC4)cc32)C1 (centres undefined)	-1	20	-1	-2	15	-0.3	-1.8	-15	2.5	-0.6
Cc1c(NC(=O)CCN2C(=O)c3ccccc3C2=O)c(=O)n(-c2ccccc2)n1C	-2	2	.	-2	1	3.1	0.9	-1	4.2	0.3
COCCNCC(=O)Nc1nc(C)cs1	-2	5	8	1	14	3.7	-2.7	-14	.	.
Cc1ccc(C(=O)NCC(=O)OCC(=O)N(CC(C)C)c2c(N)n(Cc3ccccc3)c(=O)[nH]c2=O)cc1	-2	5	-1	8	21	1.9	-3.8	-21	0.4	2.3
COc1cccc(NC(=O)Nc2ccncc2)c1	-3	3	1	-4	29	4.5	-3.3	-29	-0.6	0.9
COc1ccc(-c2cc3nc(C)c(CCC(=O)N4CCN(c5ccccn5)CC4)c(C)n3n2)c(OC)c1	2	-2	-1	-4	-27	5.5	-1.3	27	0.7	-2.8
COC(=O)c1ccc(C2C(C(=O)Nc3ccccc3C)=C(C)Nc3ncnn32)cc1 (centres undefined)	-2	-5	.	4	.	0.3	-0.7	-7	0.5	0.2

A portion from further up, as a working copy:
SMILES	CAL PDZ FP-1	MITF act	Wnt act	Tat transport	SR-BI uptake up	phage Ecoli inh	CAL PDZ FP-2	SR-BI DiI inh	AddAB inh	E coli growth
Cc1ccc(S(=O)(=O)N2C[C@@H]3[C@H]4CC[C@H](C4)[C@@H]3[C@@H](C)[C@H]2c2ccco2)cc1	-1	17	-4	-8	10	3.6	0.8	-10	0.6	2.9
Cc1ccc(NC(=S)NNC(C)(C)C)cc1	7	.	4	-3	6	1.9	0.1	-6	4.9	1.0
O=C(Oc1c(Cl)cc(Cl)c2cccnc12)c1ccco1	-20	-17	.	-30	11	61*	-3.2	-11	50*	48*
COc1ccc2c(c1)C(=O)C1NC(=O)NC(=O)C1(Br)N2 (centres undefined)	-8	-8	-4	2	1	2.1	-1.0	-1	.	.
CCCC(=O)N(Cc1cccnc1)c1nc2c(OC)ccc(Cl)c2s1	3	3	-2	-6	.	-0.1	-1.3	10	4.1	-2.3
CCOC(=O)c1sc2nc(C)nc(SCC(N)=O)c2c1C	-2	2	2	-5	-4	0.9	-1.5	4	1.5	-3.0
CCN(CC)C(CNC(=O)CSc1nnnn1-c1c(C)cccc1C)c1ccco1 (centres undefined)	-5	6	-4	-2	-16	-3.5	-2.3	16	.	.
CC1CC(C)CN(CCCNC(=O)CN2C(=O)CSc3ccc(S(=O)(=O)N4CCCCC4)cc32)C1 (centres undefined)	-1	20	-1	-2	15	-0.3	-1.8	-15	2.5	-0.6
Cc1c(NC(=O)CCN2C(=O)c3ccccc3C2=O)c(=O)n(-c2ccccc2)n1C	-2	2	.	-2	1	3.1	0.9	-1	4.2	0.3
COCCNCC(=O)Nc1nc(C)cs1	-2	5	8	1	14	3.7	-2.7	-14	.	.
Cc1ccc(C(=O)NCC(=O)OCC(=O)N(CC(C)C)c2c(N)n(Cc3ccccc3)c(=O)[nH]c2=O)cc1	-2	5	-1	8	21	1.9	-3.8	-21	0.4	2.3

More results.
SMILES	CAL PDZ FP-1	MITF act	Wnt act	Tat transport	SR-BI uptake up	phage Ecoli inh	CAL PDZ FP-2	SR-BI DiI inh	AddAB inh	E coli growth
O=C(Nc1ccc2oc(-c3ccc(Cl)c(Cl)c3)nc2c1)c1ncn[nH]1	1	55	42*	-9	0	1.1	-3.9	0	0.6	-1.0
O=C1OC(Nc2ncccn2)c2ccccc21 (centres undefined)	.	-9	.	8	13	4.8	0.5	-13	2.7	3.9
COc1cc(CNCCNC(=O)c2cccs2)cc(OC)c1OC	.	-2	-1	3	30	2.2	-0.9	-30	3.1	-0.5
CCC1=C(OC(=O)N(CC)CC)N2C(=O)OC(=NCC(=O)OC)[C@]2(Cc2ccccc2)[C@H]2C1=CC[C@H]1C(=O)N(C)C(=O)[C@H]12	0	5	-1	6	12	1.7	-2.1	-12	1.1	-3.4
Cc1cccc(NC(=O)CN2C(=O)C(C)Oc3ccccc32)n1 (centres undefined)	-1	4	-3	-8	-5	2.1	-3.7	5	-1.7	0.8
Cc1ccccc1CSCC(=O)c1c(N)n(C)c(=O)n(C)c1=O	-5	24	8	0	-4	1.9	-1.2	4	-0.2	-1.2
Cc1ccc(Nc2ccc(C(N)=O)cc2[N+](=O)[O-])cc1C	-1	2	-4	-2	6	5.3	-3.9	-6	2.7	0.3
CC(C)NC(=O)CN1CCN(c2ncccn2)CC1	-2	-7	.	-3	-13	-2.3	-0.2	13	3.1	-2.3
O=[N+]([O-])c1ccc(-c2cnc(SCc3ccccc3Cl)[nH]2)cc1	-5	55	.	1	-44	2.9	0.2	44	3.5	4.7
CCOC(=O)C(C)Sc1nnc(CNC(=O)c2ccc(OC)cc2)n1C1CCCCC1 (centres undefined)	1	.	-8	-2	-2	1.6	-0.4	2	-0.9	-2.5
Cn1cnnc1SCC(=O)N1CCN(C(=O)c2ccco2)CC1	1	-11	2	0	9	-0.3	-0.1	-9	0.7	-0.6
CCCC(=O)Nc1nnc(CCOC)s1	-2	-4	-6	-1	22	1.4	-2.8	-22	4.3	0.2
NC(=O)c1c(NC(=O)CSc2nnc(-c3ccco3)n2N)sc2c1CCCC2	-4	-14	.	-11	-18	-0.7	-1.3	18	5.5	-0.7
CCCC(=O)NC1C2CC3CC(C2)CC1C3 (centres undefined)	-4	-12	.	7	35	1.0	-2.4	-35	-1.1	1.6
O=C(Nc1ccc(C(=O)N2CCOCC2)cc1)c1cc(-c2cccnc2)nc2ccc(Cl)cc12	-1	-13	-1	-9	-79	2.5	0.0	79*	-0.7	-1.5

Compound profiles, from the list above. Order of values: CAL PDZ FP-1	MITF act	Wnt act	Tat transport	SR-BI uptake up	phage Ecoli inh	CAL PDZ FP-2	SR-BI DiI inh	AddAB inh	E coli growth
`O=C(Oc1c(Cl)cc(Cl)c2cccnc12)c1ccco1` as listed: -20	-17	.	-30	11	61*	-3.2	-11	50*	48*
`Cc1ccc(C(=O)NCC(=O)OCC(=O)N(CC(C)C)c2c(N)n(Cc3ccccc3)c(=O)[nH]c2=O)cc1` as listed: -2	5	-1	8	21	1.9	-3.8	-21	0.4	2.3
